Source: PubChem BioAssay
NSD2 HMT inh = inhibitors of human histone methyltransferase NSD2; O96028; NSD2 peptide methylation, AlphaScreen, 120 min; inhibition, % at 12.5 µM; 310,000 compounds, 0.54% hits; in the data active = inhibition above about 50%
SR-BI DiI inh = inhibitors of mouse SR-BI mediated HDL lipid uptake. Q61009. ldlA[mSR-BI] CHO cells, DiI-HDL uptake fluorescence, 3 h. inhibition, % at 12.5 µM. 320,000 compounds, 0.96% hits. AID 488896;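 active = mean replicate inhibition of at least 70% and a set share of replicates each scoring 70 or more; inconclusive = meets just one of the two criteria; inactive = fails both criteria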;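 note: 0% = median of neutral control wells and 100% = median of positive control wells; values of inactives mirror those of a sister screen read the other way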
SR-BI uptake up = activators of SR-BI mediated HDL lipid uptake; CHO ldlA[mSR-BI] cells, DiI-HDL uptake fluorescence, 3 h; 100 = double the neutral-control signal; activation, % at 12.5 µM; 320,000 compounds, 0.096% hits; AID 504775;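 active = mean replicate activation of at least 60% and every replicate at or above 60%; inconclusive = mean or all-replicate condition met, but not both; inactive = mean below 60% and not all replicates reaching 60%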;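 note: 0% = median plate neutral-control signal and 100% = twice that signal; values of inactives mirror those of a sister screen read the other way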
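system = CHO ldlA[mSR-BI] cells, LDL receptor-null, SR-BI overexpressing | medium = Ham's F12 with 0.5% BSA, HEPES 25 mM, pH 7.4 | probe or stimulus = DiI-HDL 10 µg/mL | compound dosing = single-point compound dose | incubation = compound exposure 3 h, 37 °C | technique = DiI fluorescence, bottom read | read-out = cell-associated DiI fluorescence as measure of HDL uptake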
dFosB act = activators of mouse delta FosB homodimer. purified delta FosB, TAMRA-CDK5 oligo fluorescence polarization; percent of positive-control signal above neutral wells. activation, % at 25 µM. 340,000 compounds, 0.99% hits. AID 493131;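 active = mean activation above about 17%, with every replicate also reaching it, limit read from the data, passing the limit was not always enough; inconclusive = only one of the two conditions met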;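 note: fluorescence polarization rise as delta FosB binds a TAMRA Cdk5 AP-1 oligo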
PKA-R1A act = activates the PKA-R1A holoenzyme complex; PKA-R1A dissociation, Cy5-IP20 fluorescence polarization; scaled: DMSO 0%, 113 µM cGMP 100%; activation, % at 11.4 µM; 340,000 compounds, 0.083% hits; P00514+P68181;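 active = percent activation above the mean of all tested compounds plus 3 SD, cut at about 19% in these data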;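 note: higher means more PKAc released from R1A so a rise in polarization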
PKA-R2B act = activators of human PKA-R2B complex. P22694+P31323. PKA-R2B holoenzyme dissociation, Cy5-IP20 fluorescence polarization; R2B truncated from residue 108, S112A mutant; 0% DMSO only, 100% 113 µM cGMP. activation, % at 11.4 µM. 340,000 compounds, 0.079% hits;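 active = activation above a cutoff set at the mean over all compounds plus 3 SD, cut at about 18% in these data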;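 note: higher means more holoenzyme dissociation and a rise in polarization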
MITF TRPM1 HTS = activators of MITF-driven TRPM1 promoter activity in SK-MEL-5 cells. SK-MEL-5 TRPM1-promoter luciferase, 24 h; % of positive control, neutral wells = 0. activation, % at 12.5 µM. 300,000 compounds, 0.75% hits. AID 588334;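 active = mean activation of at least 80% with every replicate also reaching 80%; inconclusive = mean reaches 80% but some replicate falls short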;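 note: 0% = neutral control wells and 100% = parthenolide positive control wells; values of inactives mirror those of a sister screen read the other way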
Arr AP2 block = human beta-arrestin and AP2 interaction inhibition; FITC-arrestin peptide / GST-AP2 beads, flow cytometry; AP2 beta2 appendage carries R879A mutation; inhibition, % at 10 µM; 340,000 compounds, 0.31% hits;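 active = inhibition above a set limit, near 3 SD of compounds lacking own fluorescence, cut at about 54% in these data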;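 note: plate controls were DMSO wells for no effect and 5 µM unlabelled arrestin peptide for full effect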
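System: GST-AP2 R879A glutathione beads. Medium: PBS with 0.05% Tween 20 and 0.1% BSA. Also added: FITC-arrestin peptide, 50 nM. Incubation: 12 min plus 1 h, RT. Measured by: high-throughput flow cytometry of beads, ex 488, em 535 nm. Evaluation: percent drop in bead-associated FITC signal.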
CDK5 inh = CDK5/p35 (human) kinase inhibition; AID 488839; inhibition, % at 10 µM; Q00535+Q15078; 330,000 compounds, 0.01% hits; Recombinant CDK5/p35, ADP-Glo luminescence, 60 min;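 active = highest replicate inhibition of at least 50% and at least 75% of replicates reaching 50%; inconclusive = only one of the two criteria met; inactive = both criteria failed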;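 note: plate controls were DMSO neutral control for no effect and GW8510 at 10 µM for full effect; many of its hits are not listed in these tables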
SUMO Mot1 rescue = SUMOylation pathway inhibition by Mot1-301 growth rescue; S. cerevisiae Mot1-301 growth rescue, ATP luminescence, 38.5C; percent above DMSO median, 100 means doubled; growth rescue, % at 18.8 µM; 320,000 compounds, 1% hits; AID 2716;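 active = every valid replicate shows activation above 250% relative to neutral control wells; inactive = the rest, any valid replicate at or below 250%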;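 note: OY570 slx delta 5 strain wells were the positive control but not used for scaling; some compounds called inactive have numbers as strong as hits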
DSG3 Ab inh = blocks pemphigus antibody binding to human desmoglein-3. P32926. DSG3-coupled beads, scFv-anti-DSG3-GFP binding, flow cytometry; active compounds read low. binding (percent of control), % at 10 µM. 310,000 compounds, 0.48% hits. AID 588358;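 active = binding more than 3 SD below its plate's average and above zero; inconclusive = below that plate limit but binding exactly zero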;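 note: hits lower antibody fragment binding to DSG3; some compounds called inactive have numbers as strong as hits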
Target sequence (P32926 whole entry, looked up, the tested form may be a part): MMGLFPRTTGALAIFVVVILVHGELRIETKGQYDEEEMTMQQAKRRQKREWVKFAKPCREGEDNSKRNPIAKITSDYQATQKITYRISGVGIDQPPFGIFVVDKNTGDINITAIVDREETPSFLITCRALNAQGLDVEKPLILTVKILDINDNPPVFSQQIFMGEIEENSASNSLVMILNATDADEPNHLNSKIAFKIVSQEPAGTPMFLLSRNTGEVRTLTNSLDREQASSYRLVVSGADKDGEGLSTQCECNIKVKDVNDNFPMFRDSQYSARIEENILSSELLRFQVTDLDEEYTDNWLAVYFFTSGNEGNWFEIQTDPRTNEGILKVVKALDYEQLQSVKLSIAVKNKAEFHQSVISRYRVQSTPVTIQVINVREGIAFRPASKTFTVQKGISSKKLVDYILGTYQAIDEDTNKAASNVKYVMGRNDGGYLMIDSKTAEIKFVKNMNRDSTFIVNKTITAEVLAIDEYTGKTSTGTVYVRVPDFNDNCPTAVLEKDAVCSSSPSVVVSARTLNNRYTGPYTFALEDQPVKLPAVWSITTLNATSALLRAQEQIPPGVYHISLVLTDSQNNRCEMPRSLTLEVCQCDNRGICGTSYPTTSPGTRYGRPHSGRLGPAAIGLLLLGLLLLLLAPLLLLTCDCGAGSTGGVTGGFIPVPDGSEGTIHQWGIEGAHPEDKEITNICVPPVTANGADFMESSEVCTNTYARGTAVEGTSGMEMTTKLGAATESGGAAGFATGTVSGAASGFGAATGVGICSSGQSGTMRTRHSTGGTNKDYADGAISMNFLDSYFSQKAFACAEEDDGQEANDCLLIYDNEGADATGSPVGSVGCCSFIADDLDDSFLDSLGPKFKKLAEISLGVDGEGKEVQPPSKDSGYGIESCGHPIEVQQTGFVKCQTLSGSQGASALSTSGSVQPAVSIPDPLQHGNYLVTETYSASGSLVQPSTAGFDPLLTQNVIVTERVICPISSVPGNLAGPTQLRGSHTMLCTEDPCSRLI
* hit, by the source's call; u = inconclusive; x = no result given; & = joins results of further samples. An unsorted share of the library. Share with any hit: about 4.7%.

entry	SUMO Mot1 rescue	dFosB act	SR-BI DiI inh	Arr AP2 block	MITF TRPM1 HTS	PKA-R1A act	DSG3 Ab inh	SR-BI uptake up	PKA-R2B act	NSD2 HMT inh	CDK5 inh	compound
1	x	-1	-15	30	6	-9	111	15	-2	x	-0.4	O=Cc1ccc(OCc2cn(CC(=O)c3ccc(O)cc3)nn2)cc1
2	-13	-4	-21	21	-3	3	114	21	10	1	-0.9	N#Cc1cccc(NC(=O)CNC(=O)Cc2ccccc2)c1
3	3	1	15	15	0	-1	106	-15	2	-2	0.8	CN(Cc1ccccc1)c1ncc(C=O)s1
4	223	3	-14	17	-6	3	100	14	-1	15	-0.2	Cc1ccc(S(=O)(=O)NCC(=O)N2CCOCCOCCOCCOCC2)cc1
5	x	1	-15	19	-1	x	105	15	x	2	-0.2	Cc1c(C(=O)O)[nH]c2ccc([N+](=O)[O-])cc12
6	219	3	1	12	-3	-7	106	-1	-2	9	4.6	CCCCCCn1c(CN2CCCCC2C)nc2c1c(=O)n(C)c(=O)n2C (configuration not stated)
7	12	-11	-22	16	-7	-4	x	22	4	0	0.8	CCCCOC(=O)CCc1c(C)[nH]c(=O)c(C#N)c1C
8	-8	-4	-5	4	69	-2	x	5	1	0	-0.7	c1ccc(CSc2nc3ncccn3n2)cc1
9	-12	-2	-12	-3	x	9	103	12	3	x	0.6	CC(C)c1cccc(O)c(=O)c1
10	158	3	0	1	6	6	113	0	8	1	-0.9	Nc1ncnc(Oc2cccc(C(F)(F)F)c2)c1[N+](=O)[O-]
11	20	-7	-9	3	-13	1	105	9	-3	-2	0.3	c1ccc(-c2nn3c(Cn4cnc5ccccc54)nnc3s2)cc1
12	34	-10	-27	19	-1	4	105	27	1	x	1.1	CC(C)OC(=O)C1C2C=CC3(CN(C(C)c4ccc(Br)cc4)C(=O)C13)O2 (configuration not stated)
13	-13	-1	6	23	4	-10	111	-6	-4	4	1.7	CC(C(=O)N1CCN(c2ccccc2F)CC1)c1ccc([N+](=O)[O-])cc1 (configuration not stated)
14	8	-14	33	3	x	-2	x	-33	-3	0	4.0	COc1cc(-c2nn3c(-c4ccccc4)nnc3s2)cc(OC)c1OC
15	-3	-4	-7	3	-6	6	103	7	2	-9	-0.5	CC(C)OC(=O)CSc1nnc(-c2cccnc2)n1N
16	-2	0	-2	-11	x	-11	111	2	-17	4	-1.3	Cc1ccc(NS(=O)(=O)c2cc(C(=O)O)ccc2Cl)c(C)c1
17	-1	-6	5	-3	2	-12	92	-5	-14	2	0.0	O=C(CSc1nc2[nH]c(=O)cc(O)c2s1)Nc1ccc(Cl)c(C(F)(F)F)c1
18	59	-12	x	-2	36	-6	107	x	14	x	-4.2	CC(C)Cc1cc(C(=O)Nc2c(F)cc(F)cc2Br)no1
19	1	4	6	5	1	-11	112	-6	-5	4	2.0	S=c1[nH]ccn1-c1cccc(Cl)c1Cl
20	9	-5	1	0	-5	-7	95	-1	-1	-6	-4.6	CN(C(=O)CSc1nnc(-c2ccncc2)n1-c1ccccc1)C1CCS(=O)(=O)C1 (configuration not stated)
21	-19	-1	0	-7	-2	2	112	0	3	0	-2.7	O=C(OCCN1CCN(C2=NS(=O)(=O)c3ccccc32)CC1)c1ccccc1F
22	4	7	49	-28	u	-13	100	-49	-4	-2	-2.4	O=C(Nc1ccc2c(c1)Cc1ccccc1-2)c1cccnc1
23	13	6	-38	4	-9	3	122	38	5	48	-0.5	CC1CCN(C(=O)COC(=O)c2ccc([N+](=O)[O-])o2)CC1
24	6	-2	-4	4	5	-7	104	4	11	x	2.2	CCOc1ccc(-n2c(Cc3cc(=O)[nH]c(=O)[nH]3)nnc2SCC(=O)OC)cc1
25	-12	-4	9	1	-52	0	103	-9	12	36	-2.2	CCNc1nc(NCC)nc(N(C#N)CCOc2ccccc2)n1
26	-5	-8	0	0	52	0	99	0	-6	x	-0.7	CC(C)(C)Nc1ncnc2c1cnn2-c1ccccc1
27	97	3	-4	8	-5	2	126	4	-12	-2	-2.1	O=C1CCCN1CC1CCCN(Cc2nc(COc3ccccc3)no2)C1 (configuration not stated)
28	x	-5	-12	5	5	-8	91	12	-5	3	-0.6	O=C1OC=NC1=Cc1ccccc1
29	11	-10	-3	-1	13	-5	106	3	0	x	-1.9	C=CC[C@H](CC(=O)N[C@H](CO)Cc1ccccc1)C(=O)N[C@@H](COC(=O)[C@@H](CC=C)CC(=O)OC(C)(C)C)Cc1c[nH]c2ccccc12
30	-1	-5	-9	3	5	-4	101	9	-11	-1	-1.0	CC1=C(C(=O)N2CCCC(CCC(=O)NCc3ccccc3F)C2)OCCO1 (configuration not stated)
31	215	-11	-6	3	2	6	116	6	-1	-1	1.0	CC(C)(C)NC(=O)CCc1nnc(Cc2c[nH]c3ccccc23)o1
32	-6	0	-21	-24	-7	x	108	21	x	-4	-0.2	CC1COc2ccccc2N1S(=O)(=O)c1ccccc1 (configuration not stated)
33	335&-6	-1	-2	18	7	1	98	2	-7	x	0.0	C[C@]12CC[C@@H]3c4ccc(O)cc4CC[C@H]3[C@@H]1CC[C@@H]2OC(=O)CCC(=O)O
34	14	-6	46	1	2	-5	112	-46	-5	0	0.3	COc1cc(/C=N\NC(=O)c2ccc(Cn3nc([N+](=O)[O-])c(Cl)c3C)o2)ccc1O
35	366	-3	-23	37	-9	-9	93	23	0	-1	-0.8	CCC(C)c1ccccc1NC(=O)C(C)OC(=O)CN1C(=O)NC(C)(C)C1=O (configuration not stated)
36	156	-2	-6	24	10	-6	98	6	-10	21	1.3	COc1ccc(NC(=O)C(c2cc3c(cc2[N+](=O)[O-])OCO3)N2CCN(C=O)CC2)cc1 (configuration not stated)
37	1	-3	16	37	-1	-13	102	-16	4	-3	0.3	Cc1noc(C)c1COC(=O)c1ccc(F)c(S(=O)(=O)N2CCCCC2)c1
38	18	-10	-10	-11	-11	6	109	10	-2	x	-1.6	CCOC(=O)c1ccc(NC(=O)CCn2c(=O)oc3ccccc32)cc1
39	-12	-3	10	1	1	0	104	-10	-3	0	-1.5	O=C(CCC(=O)N(CC(=O)NC1CCCC1)c1cccc(F)c1)Nc1nccs1
40	-27	0	-20	4	10	-9	102	20	-2	28	-0.3	COc1ccc(NC(=O)CSc2ncnc3c2sc2ccccc23)c(OC)c1
41	10	-5	-17	24	-6	2	97	17	0	1	-1.1	COc1ccc(C2CC(=O)C3=C(C2)Nc2ccccc2N(C(=O)C2CC2)C3c2cccnc2)cc1OC (configuration not stated)
42	196	-7	9	-2	10	-3	109	-9	7	x	-2.8	CCCCC(=O)O[C@H]1CC[C@H]2[C@@H]3CCc4cc(O)ccc4[C@H]3CC[C@]12C
43	-6	1	-6	0	-2	-1	102	6	-8	0	10	O=S(=O)(c1ccc(N2CCN(CCO)CC2)nc1)N1CCOCC1
44	x	-8	-1	-1	-11	-5	x	1	-8	2	0.0	CN(C)S(=O)(=O)c1cccn1-c1ncc(C(F)(F)F)cc1Cl
45	3	1	22	5	8	5	84	-22	-6	-1	-0.4	O=C(CN(C(=O)c1cccc([N+](=O)[O-])c1)C1CCCCC1)Nc1ccc(Cl)c([N+](=O)[O-])c1
46	539*	-10	x	-4	-8	-2	93	x	-2	3	1.2	CCN(CC)C(=O)Cn1c(=O)n(CCCC(=O)NCc2ccccc2)c(=O)c2sccc21
47	x	0	5	8	6	-1	94	-5	-4	-8	-0.7	C=CCn1c(N)c(C(=O)OC(C)CC)c2nc3ccccc3nc21 (configuration not stated)
48	-17	-13	21	-18	-8	6	x	-21	6	0	-0.3	CC1CCN(C(C)C(=O)Nc2cc(S(=O)(=O)N3CCCCC3)ccc2Cl)CC1 (configuration not stated)
49	-5	7	5	1	3	-2	84	-5	-1	-1	-1.3	COc1ccc(S(=O)(=O)n2cnc(C)c2)cc1
50	11	2	-9	18	14	-1	x	9	-10	2	1.0	CCC(CC)NC(=O)/C=C/c1cccc([N+](=O)[O-])c1
51	23	-7	-9	7	-7	-14	114	9	4	-1	-4.1	CN(C(=O)CSc1nnc(-c2ccco2)n1Cc1ccccc1)C1CCS(=O)(=O)C1 (configuration not stated)
52	-8	1	x	-5	-4	5	108	x	-3	-6	-2.2	CC(C)n1nnnc1SCC(=O)NCc1ccc2c(c1)OCO2
53	-16	4	12	6	-7	-3	101	-12	1	1	-1.2	CCOC(=O)C(=O)/C(=C\N(C)C)c1onc(-c2ccccc2Cl)c1C(=O)OC
